BRCT inh red: inhibitors of human BRCA1 BRCT-phosphoprotein interaction (red fluorophore) | P38398 | BRCT-phosphopeptide binding, red fluorescence polarization | Potency, µM (highest dose often 76.9 µM), inactives show at the highest dose activity change, negative = inhibition, usual class: inhibitors | hit rate 0.03% among 75,000 | AID 892; also: % is scaled to controls: 0 for no effect and ±100 for the full control effect
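Rhodamine-labelled pBACH1 10-mer (100 nM) bound to BRCT domain (100 nM) at pH 7.3; compounds incubated 12 min room temperature, polarization read. Free peptide defines full inhibition; unlabelled decapeptide titrated as control.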
USP2a inhib: inhibitors of human ubiquitin-specific protease USP2a; Potency, µM (doses to about 38.3 µM), without a hit: at the highest dose activity change, negative = inhibition, usual class: inhibitors; hit rate 0.1% among 60,000; USP2a enzymatic assay, qHTS inhibition; O75604; AID 927;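 also: potency is read from the fitted curve at half-maximal effect; nearly all actives have a fitted effect of over 60% in size; plate controls were DMSO for no effect and NEM full inhibition control for full effect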
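20 nM USP2 core + cpd, 30 min RT; add 20 nM Ub-PLA2/20 uM NBD C6-HPC; read Ex460/Em535 at 0 h and 2.5 h. Normalized to NEM; qHTS curve fit/classification.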
CRE Fsk mod: CRE-bla signaling modulation under forskolin stimulation; CHO CRE-bla reporter (cAMP response element driving beta-lactamase), forskolin EC10, beta-lactamase ratio; Potency, µM (top dose mostly 38.2 µM), without a hit: at the highest dose activity change, negative = inhibition, actives largely listed as activators; hit rate 2.5% among 71,000; AID 662; active = well fitted activation curve with a large enough effect in the signal ratio, with a control signal flat, not every such curve was filed as active; inconclusive = small, poorly fitted or top-dose-only effect, or effect the other way, or a change in a side signal; the % refers to the signal ratio; also: potency is read from the fitted curve at half-maximal effect; % of control where 0% means no effect
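CRE-bla CHO reporter cells treated with compound titration plus EC10 NKH 477 (water-soluble forskolin), incubated 3 h at 37 °C; CCF4 loading 2 h at room temperature, 460/530 nm emission ratio read, AC50 values derived for positive or negative modulators.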
BRCT inh green: BRCA1 BRCT-phosphoprotein interaction inhibition. P38398. BRCA1 BRCT-phosphopeptide binding, green fluorescence polarization. Potency, µM (top dose mostly 76.9 µM), without a hit: at the top dose activity change, negative = inhibition, usual class: inhibitors. hit rate 0.05% among 75,000. AID 875;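 also: potency is read from the fitted curve at half-maximal effect; plate controls were peptide without protein for full effect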
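Fluorescence polarization: His-tagged BRCT (~35 kDa BRCA1 C-terminus, 250 nM) bound to 100 nM fluorescein-labeled phosphorylated 10-aa BACH1 peptide, pH 7.3 phosphate buffer with DTT and Tween 20. Compounds incubated 12 min at room temperature; inhibition read as lowered polarization.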
UbGFP stabilizer: inhibits proteasome, raising ubiquitin-GFP reporter fluorescence; Ubiquitin-GFP reporter cells, proteasome inhibition, GFP fluorescence; response scale: untreated = 0%, 10 µM MG-132 = 100%; Potency, µM (highest dose often 45.9 µM), for the others: at the top dose activation (GFP accumulation), usual class: activators; 67,000 tested, under 10 active; AID 526; active = well fitted activation curve with a large enough effect, not every such curve was filed as active; inconclusive = small, poorly fitted or top-dose-only effect, or another doubt; inactive = no such curve, though single readings can be large or run the other way; also: potency is read from the fitted curve at half-maximal effect
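Proteasome block read as GFP accumulation: ubiquitin(G76V)-GFP U2OS cells exposed to compound (2.9 nM–46 uM) for 4 hr at 37 C. Normalization used untreated cells as 0% and 10 uM MG-132 as 100%; concentration-response curves fitted.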
HADH2 inh: inhibitors of human HADH2 dehydrogenase. AID 886. Q99714. hit rate 3.4% among 73,000. recombinant HADH2, NADH fluorescence, beta-hydroxybutyryl-CoA. Potency, µM (series often up to 57.1 µM), for inactives: at the top dose activity change, negative = inhibition, actives largely listed as inhibitors; also: potency is read from the fitted curve at half-maximal effect; % is scaled to controls: 0 for no effect and ±100 for the full control effect; nearly all actives have a fitted effect of over 60% in size; many of its hits are not listed in these tables
Target sequence (Q99714 whole entry, looked up, one chain of several): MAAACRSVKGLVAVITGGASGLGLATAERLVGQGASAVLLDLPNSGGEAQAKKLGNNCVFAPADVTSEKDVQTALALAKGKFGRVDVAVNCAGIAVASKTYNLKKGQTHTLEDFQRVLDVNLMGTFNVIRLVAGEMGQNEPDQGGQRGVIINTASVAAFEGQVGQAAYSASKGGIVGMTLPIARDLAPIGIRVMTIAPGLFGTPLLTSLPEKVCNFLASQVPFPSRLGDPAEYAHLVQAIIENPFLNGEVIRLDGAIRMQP
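Read-out: 360 nm excitation, 450 nm emission, kinetic over 4 min. Conditions: His-tagged human HADH2 20 nM, pH 9.0 Tris with Tween-20, 1 mM NAD+, 90 uM beta-hydroxybutyryl-CoA.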
Epigenetic mod: epigenetic modulators derepressing GFP locus in mouse cells; Potency, µM (top dose mostly 46.1 µM), for inactives: at the highest dose GFP derepression (activation); mouse C127i GFP locus derepression, cytometry, 30 h; AID 597; hit rate 0.09% among 68,000; also: % of control where 0% means no effect
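Locus derepression in mouse mammary C127i cells whose integrated CMV-GFP reporter is normally silent; GFP expression after 30 h compound treatment was quantified by counting fluorescent cells.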
DNA Pol III inh: inhibitors of bacterial DNA polymerase III holoenzyme; reconstituted DNA polymerase III holoenzyme replication, biochemical; Potency, µM (top dose mostly 57.1 µM), without a hit: at the top dose activity change, negative = inhibition; hit rate 0.25% among 71,000; AID 603; also: potency is read from the fitted curve at half-maximal effect; % is scaled to controls: 0 for no effect and ±100 for the full control effect
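Reconstituted *E. coli* holoenzyme (0.35 nM Pol III, 1 nM beta, 154 nM SSB, 2 nM primase) was preincubated with compound for 15 min at RT. Synthesis on 1.4 nM ssM13Gori ran 35 min, then was stopped with PicoGreen/EDTA and read as dsDNA fluorescence.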
Hsp90 Hop PPI: changes Hsp90-Hop TPR2A binding signal, up or down; hit rate 0.44% among 71,000; Potency, µM (highest dose often 57 µM), without a hit: top-dose activity change, negative = inhibition; AlphaScreen TPR2A-His6 binding biotin-Hsp90 C-terminal peptide; active = well fitted curve in either direction with a large enough effect; inconclusive = small, poorly fitted or top-dose-only effect, or another doubt; also: potency is read from the fitted curve at half-maximal effect; % is scaled to controls: 0 for no effect and ±100 for the full control effect; many of its hits are not listed in these tables
ALOX15 inhib: blocks human 15-lipoxygenase activity; P16050; purified 15hLO-1, xylenol orange hydroperoxide absorbance; Potency, µM (top dose mostly 57.1 µM), for the others: at the top dose activity change, negative = inhibition, most hits filed as inhibitors; hit rate 1.4% among 74,000; AID 887; also: potency is read from the fitted curve at half-maximal effect; % is scaled to controls: 0 for no effect and ±100 for the full control effect; nearly all actives have a fitted effect of over 55% in size
Target sequence (P16050 whole entry, looked up): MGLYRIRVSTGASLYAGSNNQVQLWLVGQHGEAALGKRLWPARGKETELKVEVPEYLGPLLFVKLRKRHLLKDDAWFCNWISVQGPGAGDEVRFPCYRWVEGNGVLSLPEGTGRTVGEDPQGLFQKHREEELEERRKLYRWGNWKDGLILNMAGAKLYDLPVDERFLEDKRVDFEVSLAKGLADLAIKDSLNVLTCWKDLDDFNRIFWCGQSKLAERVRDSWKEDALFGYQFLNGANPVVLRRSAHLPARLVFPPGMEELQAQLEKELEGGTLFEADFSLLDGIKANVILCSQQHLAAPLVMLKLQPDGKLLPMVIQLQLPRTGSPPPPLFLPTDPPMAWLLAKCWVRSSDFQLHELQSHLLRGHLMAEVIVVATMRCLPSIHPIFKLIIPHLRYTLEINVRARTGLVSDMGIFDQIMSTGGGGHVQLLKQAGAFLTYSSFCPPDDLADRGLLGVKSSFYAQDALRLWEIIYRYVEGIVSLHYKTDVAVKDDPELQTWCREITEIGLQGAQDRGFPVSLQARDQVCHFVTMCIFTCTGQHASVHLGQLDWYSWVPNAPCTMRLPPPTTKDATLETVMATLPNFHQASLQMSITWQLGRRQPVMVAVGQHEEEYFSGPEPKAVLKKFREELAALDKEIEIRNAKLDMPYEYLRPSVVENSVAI
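Quantitative HTS in 25 mM Hepes pH 7.5 containing 0.01% Triton X-100: human 15hLO-1 at 40 nM, arachidonic acid at 50 uM, 6 min turnover. Product quantified via ferrous oxidation/xylenol orange, 573:405 nm absorbance ratio.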
HBB splice mod: modulators of hemoglobin beta chain splicing. HBB splicing reporter cell assay, activation; EGFP reporter with mutant IVS2-654 intron; response scale: normalised to 500 nM splice-correcting PNA. Potency, µM (series often up to 46.1 µM), inactives show at the highest dose activation, hits mostly activators. hit rate 0.06% among 65,000. AID 925; also: potency is read from the fitted curve at half-maximal effect; 0% is about no effect
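HeLa cells stably expressing EGFP interrupted by mutant beta-globin intron 2 (IVS2-654), 500/well in 2% FCS. Treated with compound for 2 days at 37C. Splicing correction scored as total well GFP intensity (488 nm excitation, 500-520 nm emission); 500 nM antisense PNA served as control.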
Starred values were filed as active, the others as inactive; ? = inconclusive; nt = no result given; [ ] = another dose, or the depositor's remark. Unless noted, calls follow the shape of the dose curve; as a rule, active = well fitted curve in the direction sought with a large enough effect; inconclusive = small, poorly fitted or top-dose-only effect, or another doubt; inactive = no such curve, though single readings can be large; an effect the other way counts as inactive or inconclusive. A portion of the library; rates above refer to the full screens.

SMILES	BRCT inh red	USP2a inhib	CRE Fsk mod	BRCT inh green	UbGFP stabilizer	HADH2 inh	Epigenetic mod	DNA Pol III inh	Hsp90 Hop PPI	ALOX15 inhib	HBB splice mod
Cc1noc(C)c1C(=O)OCC(=O)/C=C1\N(C)c2ccccc2C1(C)C	4.4%	4%	?	1.5%	2%	-10%	0%	0%	0%	2%	-1.5%
O=C(c1cc2c(=O)oc3ccccc3c2s1)N1CCOCC1	0.4%	-4%	?	0.2%	-3%	5%	-3%	-8%	1%	3%	12%
COc1ccc(C(=O)NCc2cccnc2)cc1OC	-0.7%	?	?	0.2%	3%	8%	0%	1%	1%	-1%	1.3%[9.22 µM]
CCCCn1nnnc1NCc1ccc(N2CCCC2)cc1	-0.2%	-4%	0%	-4.1%	4%	3%	-2%	1%	-9%	2%	-1.8%
CCn1c(=O)c2[nH]c(-c3ccccc3)nc2n(CC)c1=O	-1.8%	-1%	?	-1.1%	0%	?	2%	3%	-1%	8%	1.0%
COc1ccccc1CNC(=O)CSc1nc2nc(C)cc(C)n2n1	-0.8%	1%	-6%	1.3%	0%	4%	5%	2%	-6%	2%	-0.8%
CCSc1nnc(-c2ccc(Cl)cc2Cl)o1	-0.1%	0%[7.66 µM]	?	-0.2%	26%[9.17 µM]	0%[11.4 µM]	-2%	-11%[11.4 µM]	24%[11 µM]	3.2µM*	-3.6%[0.0738 µM]
COc1ccc(OC)c(CNC(=O)CCN2C(=O)COc3ccccc32)c1	0.2%	4%	0%	-0.7%	3%	?	2%	-1%	-3%	2%	3.1%[57.5 µM]
CCCC(C(=O)NC1CCCC1)N(CCCN1CCOCC1)C(=O)c1snc(C(N)=O)c1N (configuration not stated)	1.1%	nt	-2%	-1.3%	0%	-16%	4%	0%	1%	4%	-0.2%[57.5 µM]
Cc1ccc2[nH]c(=O)c(COC(=O)c3ccccn3)cc2c1	0.4%	-7%	-6%	1.4%	2%	-2%	0%	-1%	-2%	15%	-3.2%[57.5 µM]
CCOC(=O)C1=C(C)NC2=C(C(=O)CC(C)(C)C2)C1c1ccc2c(c1)CCCN2C (configuration not stated)	-0.8%	34%[activator]	-4%	-0.2%	-5%	9%	4%	2%	-11%	?	-0.6%
Cc1ccc(C(=O)Nc2ccc3c(c2)nc2n3CCSC2)cc1	-2.0%	72%[activator]	?	2.4%	nt	1%	-3%	-5%	-2%	7%	4.4%[0.369 µM]

Reprinted from the part before: 2 entries, then new ones.
SMILES	BRCT inh red	USP2a inhib	CRE Fsk mod	BRCT inh green	UbGFP stabilizer	HADH2 inh	Epigenetic mod	DNA Pol III inh	Hsp90 Hop PPI	ALOX15 inhib	HBB splice mod
CCOC(=O)C1=C(C)NC2=C(C(=O)CC(C)(C)C2)C1c1ccc2c(c1)CCCN2C (configuration not stated)	-0.8%	34%[activator]	-4%	-0.2%	-5%	9%	4%	2%	-11%	?	-0.6%
Cc1ccc(C(=O)Nc2ccc3c(c2)nc2n3CCSC2)cc1	-2.0%	72%[activator]	?	2.4%	nt	1%	-3%	-5%	-2%	7%	4.4%[0.369 µM]
COc1ccc(N(CC(=O)N2CCc3ccccc3C2)S(=O)(=O)c2c(C)[nH]c(=O)[nH]c2=O)cc1	-0.3%	nt	-21%	-0.5%	-3%	-10%	nt	2%	-5%[2.3 µM]	?	0.7%
CCOc1cc(N2CCOCC2)c(OCC)cc1NC1=NCCCCC1	-0.4%	2%	4%	-2.3%	-5%	-12%	0%	?	-4%	4%	0.0%[57.5 µM]
CC(C)C(OC(=O)c1ccco1)C(=O)NCc1cccs1 (configuration not stated)	0.3%	1%	-3%	1.0%	-4%	3%	-3%	-12%	-2%	-1%	nt
COc1ccccc1CCn1cnc2c3cc(C)ccc3n(C)c2c1=O	-1.3%	14%	26%	-1.3%	7%	?	0%	0%	-1%	-21%	-0.6%[1.84 µM]
CCOC(=O)Cc1c(C)nc(-c2ccccc2)[nH]c1=O	1.2%	31%[activator]	-5%	4.2%	-9%	-1%	0%	-3%	-9%	-16%	nt
Cn1c(=O)c(=O)n(C)c2cc(S(=O)(=O)N3CCC(N4CCCCC4)CC3)ccc21	0.8%	4%	2%	-0.5%	-7%	1%	11%	-4%	2%	9%	0.3%
OC(COc1ccccc1)Cn1cc(Br)cn1 (configuration not stated)	1.1%	-7%	-14%	-2.4%	-1%	12%	0%	-3%	-2%	-5%	-0.3%[57.5 µM]
CCN(CC)CCCNC(=O)Cn1ncc2c(=O)oc3ccc(C)cc3c21	0.0%	nt	-1%	0.2%	4%	2%	0%	0%	-1%	1%	0.6%
COc1ccc(CCNC(=O)CN2CCN(c3cccc(Cl)c3)CC2)cc1OC	1.2%	4%	-9%	-0.6%	-1%	12%	-2%	-8%	1%	-6%	-0.3%[57.5 µM]
CN(C)c1ccc(-c2ccc3ncnc(NC4CC4)c3c2)cc1	-2.6%	90%[activator]	?	-0.5%	-3%	12%	0%[9.22 µM]	-7%	-3%	13%	1.1%
COC(=O)CCc1c(C)nn(-c2ccccc2)c1C	0.8%	3%	?	-0.3%	0%	-2%	0%	0%	-3%	7%	1.4%[1.84 µM]
O=C(O)c1cc(NCc2ccccc2C(F)(F)F)ccc1N1CCOCC1	0.9%	9%	-6%	-0.4%	3%	0%	-2%	-1%	0%	16%	0.4%[57.5 µM]
CCOC(=O)c1nc(S(C)(=O)=O)ncc1Cl	-0.3%	1%	?	-1.2%	-1%	?	-2%	-3%	-2%	-12%	4.4%[57.5 µM]
Nc1nc(SCC(=O)N2CCc3ccccc32)[nH]c(=O)c1-c1ccccc1	0.4%	8%	17%	-0.3%	-3%	10%	5%	0%	-4%	-2%	0.9%
C#C[C@@]1(OC(C)=O)CC[C@@H]2[C@@H]3CCC4=C[C@@H](OC(C)=O)CC[C@H]4[C@H]3CC[C@]21C	-0.9%[34.4 µM]	-11%[17.1 µM]	3%[17.1 µM]	1.7%[34.4 µM]	-6%[20.5 µM]	-2%[25.6 µM]	2%[20.6 µM]	-1%[25.6 µM]	-9%[26 µM]	-5%[25.6 µM]	2.2%[20.6 µM]
O=C1[C@@H]2[C@H]3[C@H](O)[C@H](O)C/C(=N/OCc4ccccc4)[C@@H]3CC[C@H]2C(=O)N1c1ccc(F)cc1F	-0.3%[15.4 µM]	nt	nt	-1.0%[15.4 µM]	nt	2%[11.4 µM]	nt	nt	nt	16%[11.4 µM]	-0.8%[9.22 µM]
Cn1ccnc1SCC(=O)Nc1ccc2ccccc2c1	1.0%	2%	16%	3.4%	10%	9%	-2%	1%	-13%	14%	1.0%
C=CC1C(N2CCOCC2)C(C)(C)S1(=O)=O (configuration not stated)	0.8%	4%	3%	-0.4%	-5%	-12%	-3%	-6%	-2%	1%	1.0%
COc1cc2c(cc1OC)C(C(=O)N1CCN(c3ccccn3)CC1)C(c1cccs1)N(C)C2=O (configuration not stated)	1.6%	7%	?	-1.9%	-11%	2%	0%	-2%	-6%	4%	-0.9%
C#CCn1c(=O)c2c(ncn2C)n(C)c1=O	-1.2%	-2%	4%	-1.8%	-3%	-10%	-2%	-1%	-1%	-7%	-1.6%
N#Cc1nc(COc2ccc(F)cc2)oc1N1CCCC1	-0.2%	-6%	8%	0.3%	1%	-8%	-1%	-5%	?	6%	nt
Cc1cc(C)nc(Nc2nc(C)c3cc4c(cc3n2)OCO4)n1	0.2%	-1%	3%	-1.5%	-1%	?	0%	-3%	-3%	5%	0.1%
COC(=O)c1ccc2c(c1)NC(=O)C(N1CCCCC1)S2 (configuration not stated)	0.7%	7%	24%	-1.4%	9%	9%	2%	-4%	-2%	10%	-2.0%[57.5 µM]
Cc1occc1-c1nnc(SCC(=O)Nc2ccc3c(c2)OCO3)n1CC1CCCO1 (configuration not stated)	-0.6%	1%	0%	0.4%	0%	5%	0%	-4%	-3%	-1%	0.6%
CCOc1ccccc1CN1C(=O)c2ccccc2C1C(=O)NCC1CCCO1 (configuration not stated)	0.7%	1%	?	1.7%	8%	12%	-1%	-3%	3%	3%	-3.8%

Screening data from PubChem BioAssay.
